GSH fluor: compound fluoresces at 488/530 nm on GSH beads; AID 1776; GSH beads flow cytometry, compound fluorescence 488/530 nm; active compounds read high; fluorescence (KMESF) at 10 µM; 190,000 tested, 0.25% active; in the data active = fluorescence above about 89;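 note: glutathione beads carrying GST-tagged Bcl family fusion proteins plus one bare bead set; values are compound well signal with DMSO vehicle wells as background; inactives centre near 16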
Bfl-1 Bim block: human Bim-Bfl-1 interaction inhibition; inhibition, % at 10 µM; Bead-based flow cytometry, Bim-Bfl-1 binding inhibition; AID 1008; 190,000 tested, 0.12% active; Q16548;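 note: 0% = wells without compound plus tracer and 100% = blocker peptide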
ABCG2 inh: human ABCG2 inhibition, ABCB1 as counter-screen. IgMXP3 cells, JC-1 efflux, flow cytometry. inhibition, % at 6.6 µM. 190,000 tested, 0.1% active;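 active = inhibition above 80%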;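 note: 0% = DMSO and 100% = nicardipine control wells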
Target sequence (Q9UNQ0 whole entry, looked up): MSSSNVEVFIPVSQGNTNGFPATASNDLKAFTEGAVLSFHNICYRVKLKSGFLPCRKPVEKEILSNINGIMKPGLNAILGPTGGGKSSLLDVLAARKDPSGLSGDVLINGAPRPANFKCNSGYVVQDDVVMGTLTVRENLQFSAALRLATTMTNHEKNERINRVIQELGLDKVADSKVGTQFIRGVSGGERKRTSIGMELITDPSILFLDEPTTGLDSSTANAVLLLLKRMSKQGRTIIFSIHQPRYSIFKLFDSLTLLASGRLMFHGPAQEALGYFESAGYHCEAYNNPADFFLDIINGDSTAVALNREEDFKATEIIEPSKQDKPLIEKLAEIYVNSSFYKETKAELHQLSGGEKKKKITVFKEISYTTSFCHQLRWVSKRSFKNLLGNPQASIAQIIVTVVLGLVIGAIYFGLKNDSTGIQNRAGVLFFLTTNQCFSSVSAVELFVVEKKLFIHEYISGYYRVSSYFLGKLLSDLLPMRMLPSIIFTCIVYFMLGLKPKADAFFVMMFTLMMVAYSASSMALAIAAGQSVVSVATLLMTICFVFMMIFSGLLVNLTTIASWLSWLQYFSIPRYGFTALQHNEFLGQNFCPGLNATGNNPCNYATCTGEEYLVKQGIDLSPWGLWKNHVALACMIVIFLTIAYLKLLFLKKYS
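material = IgMXP3 (ABCG2) plus far-red-tagged CCRF-Adr (ABCB1) cells | amount = 3 million cells/mL, equal mix of both lines | also added = JC-1 transporter substrate | dosing = one concentration, 6.6 µM final | schedule = 10 min at 25 °C | measured by = flow cytometric JC-1 green MFI at 530 nm | read-out basis = percent efflux inhibition, scaled nicardipine 100% to DMSO 0%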
RGS8-Gao: modulates binding of RGS8 to human Galphao. P09471. multiplexed bead flow cytometry; actives lie on both sides. response (percent of control binding), % at 10 µM. 220,000 tested, 0.34% active; in the data active = response below about 60% or above about 140%; inactive = in between;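 note: Galphao activated as the GDP aluminium fluoride complex binding bead-coupled RGS8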
Bim-Bcl-2: human Bim-Bcl-2 interaction inhibition; 190,000 tested, 0.06% active; Bead-based flow cytometry, Bim peptide-Bcl-2 binding; P10415; inhibition, % at 10 µM; in the data active = inhibition above about 40%; inconclusive = no clear call, values can overlap the other calls;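 note: 0% = no compound wells with probe peptide and 100% = reference peptide inhibitor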
Bcl-B Bim block: human Bim-Bcl-B interaction inhibition; Q9HD36; bead-based flow cytometry, Bim peptide-Bcl-B binding; inhibition, % at 10 µM; 190,000 tested, 0.073% active;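 note: 0% = tracer peptide without compound and 100% = reference inhibitor peptide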
Target sequence (Q9HD36 whole entry, looked up): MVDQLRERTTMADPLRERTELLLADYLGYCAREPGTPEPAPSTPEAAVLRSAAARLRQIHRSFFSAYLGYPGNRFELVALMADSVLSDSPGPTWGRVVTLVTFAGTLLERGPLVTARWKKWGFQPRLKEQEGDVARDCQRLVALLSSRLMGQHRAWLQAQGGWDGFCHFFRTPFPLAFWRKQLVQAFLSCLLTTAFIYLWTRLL
ABCB1 block: human ABCB1 inhibition, ABCG2 as counter-screen; P08183; CCRF-Adr cells, JC-1 efflux, flow cytometry; inhibition, % at 6.6 µM; 190,000 tested, 0.067% active; AID 1326; in the data active = inhibition above about 40%;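 note: 0% = vehicle and 100% = reference inhibitor; higher value means more JC-1 retained so stronger ABCB1 efflux block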
RGS4-Gao reg: human RGS4-Galphao interaction regulation. Multiplexed bead flow cytometry, RGS4-Galphao binding; actives lie on both sides. binding response (% of control), % at 10 µM. 220,000 tested, 0.33% active. AID 1415; in the data active = binding response below about 49% or above about 150%; inactive = in between;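 note: fluorescent Galphao activated with aluminum fluoride binding bead-coupled RGS4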
Bim-Bcl-XL: disrupts Bim peptide binding to human Bcl-XL | AID 1007 | inhibition, % at 10 µM | 190,000 tested, 0.04% active | bead flow cytometry, fluorescence
RGS7-Gao reg: modulates binding of RGS7 to human Galphao | binding response (% of control), % at 10 µM | 220,000 tested, 0.35% active | P09471 | Multiplexed bead flow cytometry; actives lie on both sides; in the data active = binding response below about 49% or above about 150%; inconclusive = no clear call, values can overlap the other calls; inactive = in between;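 note: fluorescent Galphao held in activated GDP-AlF4 state binding bead-coupled RGS7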
Bim-Bcl-W: disrupts Bim peptide binding to human Bcl-W; bead-based flow cytometry; inhibition, % at 10 µM; 190,000 tested, 0.02% active; AID 952;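 note: 0% = bound tracer without compound and 100% = peptide blocker; higher means less fluorescent Bim peptide bound to Bcl-W beads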
Target sequence (Q92843 whole entry, looked up): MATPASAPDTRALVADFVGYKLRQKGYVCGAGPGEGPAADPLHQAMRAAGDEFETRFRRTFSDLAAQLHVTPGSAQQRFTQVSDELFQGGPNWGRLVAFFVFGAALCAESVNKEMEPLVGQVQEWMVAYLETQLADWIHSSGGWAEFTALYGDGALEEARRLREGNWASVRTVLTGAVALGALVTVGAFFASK
An asterisk follows results filed as active; ? = inconclusive; / = not tested or not shown; [ ] = another dose, or the depositor's remark. Cut-off read from the data, not from the text of the source, unless noted: active = inhibition above about 40%.

nr	compound	Bim-Bcl-W	Bfl-1 Bim block	GSH fluor	RGS8-Gao	Bim-Bcl-XL	Bim-Bcl-2	ABCG2 inh	RGS7-Gao reg	ABCB1 block	RGS4-Gao reg	Bcl-B Bim block
1	CC1(C)C2CCC1(C)C(OC(=O)CCn1ccnc1)C2 (stereo not given)	-2	-15	19	105	-5	-4	8	103	0.8	104	-4
2	O=C(NNC(=O)c1cc2cc3ccccc3nc2s1)c1cccc(C(F)(F)F)c1	0	-2	8	98	2	0	-1	102	-0.5	99	1
3	CC(C)(C)n1nc2c(c1NC(=O)Cc1cccc3ccccc13)CS(=O)C2 (stereo not given)	1	-7	24	100	-7	-10	0	100	0.3	99	-8
4	O=c1[nH]c(-c2ccccc2Cl)nc2c1sc(=S)n2-c1ccccc1	1	6	11	102	-1	6	0	?	-0.4	103	4
5	O=C(NNc1ccc([N+](=O)[O-])cc1)C1CC1c1ccccc1 (stereo not given)	-4	7	26	104	-4	-2	3	113	-0.6	106	-23
6	Cc1cc(C#N)c(C)n1-c1cc(C(F)(F)F)ccc1N1CCOCC1	0	-1	22	97	1	0	3	101	0.9	98	0
7	COc1ccc(CC(=O)NNC(=O)COc2ccc(Br)cc2C)cc1OC	1	1	6	101	1	3	0	99	0.4	101	-1
8	Cc1nn(-c2ccccc2)c(Oc2ccccc2)c1C=O	-3	0	11	103	-4	-4	-2	100	-0.3	102	-9
9	O=C(CN1CCN(c2ccccc2F)CC1)Nc1nnc(C(F)(F)F)s1	-2	-5	13	101	-3	-3	12	102	2.3	103	-2
10	CCOC(=O)N/N=C/c1ccc(F)cc1	0	1	15	95	-2	3	1	104	0.0	107	-2
11	Cc1ccc(CSCCNC(=O)CN2C(=O)c3ccccc3S2(=O)=O)cc1	-2	2	16	100	1	7	3	102	1.0	101	1
12	CCOC(=O)c1c(C)[nH]c(N=Nc2cccc(C)c2)c1C	0	-11	49	101	-1	-11	3	99	0.6	98	-6
13	Cc1cc(C)c(NC(=O)/C=C\C(=O)O)c([N+](=O)[O-])c1	1	4	18	100	2	0	0	98	0.2	102	0
14	COc1ccc(CCNC(=O)C2CCN(C(=O)c3cccs3)CC2)cc1	-3	-2	21	96	-4	0	0	96	0.0	99	-5
15	CC(=O)Nc1ccc2c(c1)nc(CCN1CCC(C)CC1)n2C	4	1	8	96	3	0	1	96	0.2	88	5
16	COc1ccc(-c2nnnn2-c2ccccc2OC)cc1	-3	-1	19	100	-1	1	1	97	0.3	102	-1
17	CCOc1ncccc1C(=O)OCC(=O)Nc1ccc(S(=O)(=O)N2CCOCC2)cc1	-4	2	18	103	-5	-1	2	103	-0.1	102	-1
18	N#CCC(N)=C(C#N)C#N	-1	0	16	102	-2	1	1	102	0.6	100	-2
19	Cc1occc1C(=O)Nc1nnc(C(F)(F)F)s1	3	-4	13	98	-2	0	11	104	-0.5	98	0
20	NC(=O)Nc1ccc2c(c1)OCCO2	0	-17	37	98	-6	-9	0	99	-1.0	95	-7
21	COc1cccc(C2/C(=C(/O)c3ccc(F)cc3)C(=O)C(=O)N2CCN(C)C)c1 (stereo not given)	-5	-8	30	110	-5	-10	16	99	0.6	104	1
22	O=C(NC(=S)NCc1nc2ccccc2[nH]1)c1ccc(F)cc1	5	-2	25	100	0	0	5	99	-0.3	102	-1
23	COc1ccc(S(=O)(=O)Nc2ccc3oc(C)c(C(C)=O)c3c2)cc1	2	-11	13	101	-1	-5	24	98	0.1	98	-7
24	c1csc(-c2noc(CN3CCN4CCCC4C3)n2)c1 (stereo not given)	0	-5	13	105	-2	-6	3	111	-0.2	108	-9
25	COc1ccc(Nc2cc(C(=O)NCc3cccnc3)c3ccccc3n2)c(OC)c1	0	-6	11	99	2	-3	10	96	2.7	98	1
26	CSCCC(NC(=O)c1ccc([N+](=O)[O-])cc1Cl)C(=O)OCC(=O)C12CC3CC(CC(C3)C1)C2 (stereo not given)	-5	-8	10	91	-6	-7	16	91	1.3	94	-4
27	O=C(COc1ccccc1Cl)N1CCN(c2ncccn2)CC1	0	-1	8	100	-1	1	3	100	0.7	99	-2
28	COc1ccc(CN2CCN(CC=C(C)C)C(CCO)C2)cc1Cn1cncn1 (stereo not given)	2	-2	14	98	0	0	3	97	0.6	101	-1
29	COc1ccccc1N1CCN(C(=O)c2cccc(Oc3ccccc3)c2)CC1	-1	-3	16	102	-4	-2	0	?	1.2	102	-7
30	CC(C)(C)SCCNC(=O)c1cccc([N+](=O)[O-])c1	-3	-18	11	95	-6	-5	43	88	1.2	96	-5
31	O=C(N/N=C/C=C/c1ccc2c(c1)OCO2)c1ccc([N+](=O)[O-])cc1	-2	-14	25	102	1	-7	10	91	3.0	78	-8
32	COc1cccc(-c2nc(N3CCCCC3C)c3ccccc3n2)c1O (stereo not given)	1	-8	52	91	-5	-4	3	88	0.5	86	-2
33	O=C(NCc1ccccc1Cl)C1CCN(S(=O)(=O)N2CCCCCC2)CC1	-1	-1	4	104	2	0	0	101	0.7	102	0
34	CC(C)N1C(=O)CC2(CC[N+](C)(CCOC(=O)C(c3ccccc3)c3ccccc3)CC2)C1=O (stereo not given)	-2	-11	29	110	0	7	-3	127	-0.7	123	-5
35	N#CC1=C(N)Oc2c(ccc3cccnc23)C1c1cccnc1 (stereo not given)	0	-14	21	99	-3	-11	15	95	0.9	96	-5
36	Cc1ccc(SCC(=O)N(Cc2nc(-c3ccccc3)no2)C(C)C)cc1	0	-12	14	102	-5	-15	9	107	0.5	104	-11
37	Cc1cc(-c2ccccc2)c2c(=O)[nH][nH]c2n1	0	1	7	99	-3	1	-4	101	-0.4	98	0
38	COc1ccccc1/C=C/C(=O)OCC(=O)Nc1ccccc1Sc1ccccc1	-3	-4	13	85	-6	-1	3	97	0.2	94	-3
39	C=CCn1c(SCc2cc(=O)n3ccsc3n2)nnc1C1CCCCC1	0	-11	16	95	-4	-4	2	81	0.3	75	-5
40	COc1ccc(-c2cn3c(C)c(C(=O)Nc4cccc(NC(C)=O)c4)sc3n2)cc1	2	2	14	98	2	0	1	96	0.1	95	-4
41	CCOC(=O)CNNC(=O)Nc1ccc(Cl)c(Cl)c1	-1	-1	13	153*[activator]	1	-1	0	112	/	123	-4
42	COC(=O)CSc1nc(C)cc(C)n1	-2	1	12	98	4	-1	5	101	0.3	102	1
43	NC1=NC2(CCC(c3ccccc3)CC2)n2c(nc3ccccc32)N1 (stereo not given)	5	-5	40	104	2	0	2	105	-0.1	104	3
44	O=C(CSc1nnc(-c2ccc(Br)o2)n1Cc1ccccc1)c1ccccc1F	5	6	8	95	3	3	-2	100	-0.8	96	1
45	CCOP(=O)(O)c1ccccc1OCCOc1ccccc1P(=O)(O)OCC	-1	-15	12	99	-3	-6	4	97	0.8	102	-6
46	O=S(=O)(c1ccc(OCC(O)CN2CCN(c3ccc(F)cc3)CC2)cc1)N1CCOCC1 (stereo not given)	-2	-2	20	100	-2	-3	1	99	0.7	97	-2
47	Oc1ccc(N=Cc2ccc(-c3cccs3)s2)cc1	0	8	10	99	-1	2	1	106	0.1	105	-16
48	CCOc1ccc(NC(=O)c2ccccc2NS(C)(=O)=O)cc1	0	-13	25	101	2	-6	3	100	0.5	99	-7
49	CC(=O)C1=C(C)NC(=O)CC1c1ccc(F)cc1 (stereo not given)	1	-4	18	103	0	0	8	105	0.8	104	-2
50	COC(=O)c1ccccc1NC(=S)N(Cc1ccc2c(c1)OCO2)Cc1cc2cc(C)ccc2[nH]c1=O	-1	-4	9	128	0	0	/	113	/	107	-2
51	CCCN(CC(=O)Nc1c(C)cccc1CC)C(=O)SCC	1	1	17	99	0	0	8	101	2.6	101	-2
52	Cc1ccc(CN2CC(C(=O)Nc3ccc(S(=O)(=O)Nc4cc(C)nc(C)n4)cc3)CC2=O)cc1 (stereo not given)	2	-10	25	102	0	-9	3	101	0.7	100	-6
53	CCOC(=O)N1CCC2(CC1)CC(=O)c1c(ccc3oc(C(=O)O)c(C)c13)O2	0	0	14	102	0	0	5	102	1.5	102	0
54	Cc1ccc(NC(=O)c2csnn2)c(C)c1	-5	0	14	101	-8	7	0	100	-0.1	97	-6
55	O=C(Nc1ccc(Br)cc1F)c1cccnc1	-4	-12	13	111	-7	-9	3	108	0.4	107	-6
56	CNc1cccc2c1C(=O)c1ccccc1C2=O	0	2	9	95	2	2	63	92	0.8	94	8
57	Cc1ccc(/C=C\c2nccc3c2[nH]c2ccccc23)cc1	0	-7	16	101	-2	-5	-4	?	-1.3	101	-3
58	FC(F)(F)c1cc(C(F)(F)F)c2ccc(N3CCN(c4ccccc4)CC3)nc2n1	0	-16	37	102	-7	-4	17	100	0.8	101	-13
59	Cc1ccc(NC(=S)N(Cc2ccc(Br)cc2)Cc2ccc(C(=O)O)cc2)cc1C	-4	-2	20	102	-9	-8	-1	101	-0.4	104	-6
60	O=C1CCC(=O)N1CN(Cc1ccco1)CN1C(=O)CCC1=O	-5	-19	25	104	-10	-11	6	104	0.7	109	-7

(cont.)
nr	compound	Bim-Bcl-W	Bfl-1 Bim block	GSH fluor	RGS8-Gao	Bim-Bcl-XL	Bim-Bcl-2	ABCG2 inh	RGS7-Gao reg	ABCB1 block	RGS4-Gao reg	Bcl-B Bim block
61	Cc1ccc(Sc2oc(/C=N/n3cnnc3)cc2Br)cc1	3	-15	53	98	6	-5	4	102	0.6	102	-9
62	COc1ccc(NC(=O)c2cccc(NC(=O)C3C4CC5OC(=O)C3C5C4)c2)c(OC)c1 (stereo not given)	2	-12	37	100	-7	-10	4	96	-0.5	98	-6
63	Cc1cccc(CCNC(=O)c2nnc(Cc3ccc(Cl)cc3)o2)c1	-5	-3	13	91	-8	-1	5	96	0.3	94	-6
64	COc1ccc(/C(N)=N/OC(=O)CCCc2ccccc2)cc1OC	-2	0	6	96	-2	0	5	101	1.0	98	-3
65	CCOC(=O)CN1NC2(CCC(C)CC2)NC1=S (stereo not given)	0	-5	9	101	-4	-12	2	99	0.7	102	-24
66	CC(=O)Nc1ccc(S(=O)(=O)N(Cc2ccccc2)c2ccccc2)cc1	-1	-6	22	102	-3	-1	1	99	0.1	100	-4
67	Cc1cc(C)c(S(=O)(=O)N2CCN=C2c2ccccc2)cc1C	0	-17	33	105	-4	-16	-1	107	-0.2	117	-12
68	O=C(COC(=O)CCCOc1ccc(Cl)cc1Cl)NCc1ccc(F)cc1	-4	-9	16	103	-4	-8	16	101	0.4	101	-9
69	CCN(CC)C(=O)c1cc(C(C)(C)C)c(O)c(C(C)(C)C)c1	-4	-12	17	97	-3	-4	19	100	1.6	98	-8
70	C/C(CC(=O)NC1CCCCCC1)=N\NC(=O)c1cnccn1	-2	0	10	77	-1	1	10	98	1.5	95	-3

3 entries already listed, sorted by formula weight, high to low:
nr	compound	Bim-Bcl-W	Bfl-1 Bim block	GSH fluor	RGS8-Gao	Bim-Bcl-XL	Bim-Bcl-2	ABCG2 inh	RGS7-Gao reg	ABCB1 block	RGS4-Gao reg	Bcl-B Bim block
68	O=C(COC(=O)CCCOc1ccc(Cl)cc1Cl)NCc1ccc(F)cc1	-4	-9	16	103	-4	-8	16	101	0.4	101	-9
61	Cc1ccc(Sc2oc(/C=N/n3cnnc3)cc2Br)cc1	3	-15	53	98	6	-5	4	102	0.6	102	-9
63	Cc1cccc(CCNC(=O)c2nnc(Cc3ccc(Cl)cc3)o2)c1	-5	-3	13	91	-8	-1	5	96	0.3	94	-6

Compound activity: PubChem, NMMLSC
